Source: PubChem
NSD2 HMT inh: inhibitors of human histone methyltransferase NSD2 | NSD2 peptide methylation, AlphaScreen, 120 min | inhibition, % at 12.5 µM | actives 0.54% (n = 310,000); in the data active = inhibition above about 50%
DAGLB inhibitor: diacylglycerol lipase beta (human) inhibition | Q8NCG7 | HEK293T DAGLB membrane lysate, EnzChek fluorogenic substrate | inhibition, % at 5.17 µM | actives 0.059% (n = 340,000) | AID 504411; in the data active = inhibition above about 34%;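 also: 0% = enzyme with vehicle and 100% = wells lacking enzyme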
RTF Ca sens inh: cardiac RTF calcium desensitization. P19429+P45379. IANBD-labeled cardiac RTF, Ca2+ fluorescence. inhibition, % at 7.15 µM. actives 0.12% (n = 340,000). AID 493244;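 active = inhibition above the mean inhibition of all tested compounds plus 3 SD, cut at about 17% in these data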;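 also: assay run at fixed EC70 calcium of 1.6 mM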
CAL PDZ FP-1: CAL PDZ (human) peptide binding inhibition. Q9HD26. purified CAL PDZ, TMR-peptide fluorescence polarization, 1 h. inhibition, % at 24.9 µM. actives 0.92% (n = 300,000). AID 602252;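 active = mean inhibition of at least 30% with at least half of replicates also reaching 30%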;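 also: 0% = DMSO neutral control and 100% = excess unlabeled competitor peptide PRC23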
Pemphigus Ab inh: blocks pemphigus antibody binding to human desmoglein-3; P32926; DSG3-coupled beads, scFv-anti-DSG3-GFP binding, flow cytometry; stronger effect = lower value; binding (percent of control), % at 10 µM; actives 0.48% (n = 310,000);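 active = binding more than 3 SD below its plate's average and above zero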;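 also: hits lower antibody fragment binding to DSG3; some compounds called inactive have numbers as strong as hits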
Target sequence (P32926 whole entry, looked up, the tested form may be a part): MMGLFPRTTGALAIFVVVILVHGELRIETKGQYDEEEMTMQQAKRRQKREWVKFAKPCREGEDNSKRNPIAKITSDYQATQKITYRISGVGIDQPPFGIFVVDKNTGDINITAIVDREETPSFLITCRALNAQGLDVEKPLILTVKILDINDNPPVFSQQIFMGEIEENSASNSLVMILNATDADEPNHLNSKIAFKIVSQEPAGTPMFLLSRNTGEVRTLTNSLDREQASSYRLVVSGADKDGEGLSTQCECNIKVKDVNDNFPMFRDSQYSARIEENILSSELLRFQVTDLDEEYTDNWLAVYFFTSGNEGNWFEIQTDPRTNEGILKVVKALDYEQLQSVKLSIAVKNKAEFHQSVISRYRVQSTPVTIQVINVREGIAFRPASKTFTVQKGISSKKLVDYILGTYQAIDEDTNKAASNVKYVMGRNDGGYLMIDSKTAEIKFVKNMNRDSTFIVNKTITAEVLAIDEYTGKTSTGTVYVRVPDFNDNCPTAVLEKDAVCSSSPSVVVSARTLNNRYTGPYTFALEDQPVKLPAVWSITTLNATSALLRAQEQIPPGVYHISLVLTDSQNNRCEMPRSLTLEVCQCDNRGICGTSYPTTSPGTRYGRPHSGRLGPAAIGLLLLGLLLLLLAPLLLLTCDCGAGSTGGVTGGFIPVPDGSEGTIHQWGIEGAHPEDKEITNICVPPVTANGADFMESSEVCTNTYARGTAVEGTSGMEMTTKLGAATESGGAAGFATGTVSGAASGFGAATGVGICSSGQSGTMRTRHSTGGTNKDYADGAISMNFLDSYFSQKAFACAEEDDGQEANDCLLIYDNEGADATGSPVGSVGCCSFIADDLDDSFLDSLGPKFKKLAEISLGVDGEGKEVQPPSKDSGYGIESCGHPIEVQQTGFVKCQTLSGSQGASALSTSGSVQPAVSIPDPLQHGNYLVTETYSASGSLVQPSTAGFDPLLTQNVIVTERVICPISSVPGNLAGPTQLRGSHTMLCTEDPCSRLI
C-LANA FP: KSHV C-LANA DNA binding inhibition; actives 0.078% (n = 340,000); inhibition, % at 9 µM; MBP-C-LANA/FAM-LBS DNA binding, fluorescence polarization;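 active = highest replicate inhibition at or above 60% at 9 µM, even if other replicates fall short; inactive = all replicates below 60% inhibition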;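 also: 0% = neutral control wells and 100% = 4 µM acridine orange control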
CAL PDZ FP-2: inhibitors of human CAL PDZ peptide binding; actives 0.02% (n = 330,000); purified CAL PDZ, TMR-peptide fluorescence polarization, 1 h; Q9HD26; inhibition, % at 20 µM; AID 504414;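 active = highest replicate inhibition of at least 40%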;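 also: plate controls were DMSO neutral control wells for no effect and unlabeled competitor peptide control wells for full effect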
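Assay system – tagged CAL PDZ protein CerCALP, purified · Timing – 1 h at RT · Compound – single point, 20 µM · Measured by – fluorescence polarization from S- and P-plane intensities, G-factor corrected · Evaluation – inhibition from polarization loss · Probe or stimulus – TMR reporter peptide T*-PRC34 · Buffer or medium – pH 7.4 phosphate-saline buffer, reducing agent, detergent, IgG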
Keap1-Nrf2 PPI: Keap1-Nrf2 (human) interaction inhibition. Q14145. Keap1 Kelch-Nrf2 peptide fluorescence polarization, 1536-well. inhibition, % at 9.4 µM. actives 0.15% (n = 340,000). AID 504523; in the data active = inhibition above about 12%;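 also: human Keap1 Kelch domain with fluorescein labeled Nrf2 9mer peptide probe; 0% = neutral control wells and 100% = peptide positive control; higher means more block of Keap1 binding to Nrf2 peptide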
Arrestin-AP2 inh: blocks beta-arrestin peptide binding to AP2 adaptin | FITC-arrestin peptide / GST-AP2 beads, flow cytometry; AP2 beta2 appendage carries R879A mutation | inhibition, % at 10 µM | actives 0.31% (n = 340,000) | AID 504490;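 active = inhibition above a set limit, near 3 SD of compounds lacking own fluorescence, cut at about 54% in these data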;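 also: plate controls were DMSO wells for no effect and 5 µM unlabelled arrestin peptide for full effect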
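Material – AP2 appendage R879A on GSH beads · Buffer or medium – PBS with 0.05% Tween 20 and 0.1% BSA · Probe or stimulus – fluorescein-tagged arrestin peptide at 50 nM final · Incubation – compound with beads 12 min RT, then probe 1 h RT · Detection – high-throughput flow cytometry of beads, ex 488, em 535 nm · Evaluation – percent response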
V-ATPase pH: alters yeast V-ATPase proton transport; actives 0.37% (n = 350,000); response, % at 10 µM; S. cerevisiae, pHLuorin cytosolic pH fluorescence; in the data active = response mostly above about 7.3%, no sharp cut-off; inactive = mostly below about 5.4%; also: actives read high; inactives centre near 0; some compounds called inactive have numbers as strong as hits; reference of the scale not given here
The depositor's hits bear a star; / = not tested or not shown.

SMILES	NSD2 HMT inh	DAGLB inhibitor	RTF Ca sens inh	CAL PDZ FP-1	Pemphigus Ab inh	C-LANA FP	CAL PDZ FP-2	Keap1-Nrf2 PPI	Arrestin-AP2 inh	V-ATPase pH
O=C(Nc1ccc(Br)cc1Cl)c1ccc(OCC2CCCO2)cc1 (centres undefined)	-1	-5	-2	-1	117	-0.3	-1.4	3	1	-1
O=C(NCCOc1ccccc1F)c1ccc2c(=O)n3c(nc2c1)CCC3	/	0	-6	-6	118	0.0	-1.9	-2	-5	3
Cc1cccc(C)c1-n1c(C)cc(/C=C2\NC(=O)NC2=O)c1C	3	6	0	-4	105	-1.2	-1.0	6	27	1
C/C(=C\c1ccco1)C1C(C#N)=C(N)OC2=C1C(=O)CC(C)(C)C2 (centres undefined)	-2	0	-9	1	102	0.2	-1.0	-7	1	1
Cc1ccccc1C(=O)N1[C@@H](C(C)C)COc2cc(Br)ccc2S1(=O)=O	/	-6	-3	0	109	-1.2	-0.8	2	0	-3
Cc1ccc(S(=O)(=O)CCC(=O)OCC(=O)NC(=O)c2ccccc2)cc1	0	1	-36	-6	97	0.5	2.0	-7	-3	-2
CCn1nc(C(=O)NCCc2ccc3c(c2)OCCO3)c2ccccc2c1=O	9	-1	-7	-5	95	0.6	-0.1	4	13	11
C=CCN1C(=O)C(O)(CC(=O)c2ccco2)c2cc(Br)ccc21 (centres undefined)	/	0	-8	/	75	0.1	-0.4	-6	8	3
O=S(=O)(c1cccc2ccccc12)N1CCCCC1	-5	-6	-3	-3	/	-0.9	/	-2	-5	-3
Cc1ccc(-c2noc(C3CCCN(C(=O)c4cccc(Cl)c4)C3)n2)o1 (centres undefined)	-1	-2	1	-4	109	-1.9	-0.3	-3	14	3

Overlap with the part before: 3 compounds, followed by the next part.
SMILES	NSD2 HMT inh	DAGLB inhibitor	RTF Ca sens inh	CAL PDZ FP-1	Pemphigus Ab inh	C-LANA FP	CAL PDZ FP-2	Keap1-Nrf2 PPI	Arrestin-AP2 inh	V-ATPase pH
C=CCN1C(=O)C(O)(CC(=O)c2ccco2)c2cc(Br)ccc21 (centres undefined)	/	0	-8	/	75	0.1	-0.4	-6	8	3
O=S(=O)(c1cccc2ccccc12)N1CCCCC1	-5	-6	-3	-3	/	-0.9	/	-2	-5	-3
Cc1ccc(-c2noc(C3CCCN(C(=O)c4cccc(Cl)c4)C3)n2)o1 (centres undefined)	-1	-2	1	-4	109	-1.9	-0.3	-3	14	3
CCC(=O)NC(=S)Nc1ccc(-c2nc3ccccc3s2)cc1	24	1	-12	-2	92	-2.6	-5.1	-3	-6	-3
CN(C(=O)c1ccc(NC(=O)Cc2cccc(NC(=O)C3CCCN(C(=O)c4ccccc4)C3)c2)cc1)C1CC1 (centres undefined)	/	-5	-5	2	91	4.3	-0.9	0	4	0
CC1CC1C(=O)N(C)CC(=O)Nc1cccc(F)c1 (centres undefined)	-1	4	0	-1	95	-3.7	-3.5	-3	10	1
CCC(=O)Nc1cccc(NC(=O)c2cccnc2)c1	17	2	-4	2	95	1.1	-0.2	-1	21	1
COc1cc(/C=N/NC(=O)CC2(C)OCCCO2)ccc1OCc1ccc(Cl)cc1Cl	-3	0	5	3	101	-1.2	-2.6	-1	1	-1
O=C(Nc1ccccc1C(=O)Nc1cccnc1)c1ccccc1	4	-5	-4	-9	102	0.8	-1.6	1	-12	-3
CC(NC(=O)c1ccccc1NC(=O)c1ccccc1)C(=O)N1CCOCC1 (centres undefined)	-3	-2	-5	-1	105	-0.3	-2.3	-4	-18	0
COc1ccc(-c2csc(NC(=O)C3CC(=O)N(Cc4ccco4)C3)n2)cc1 (centres undefined)	2	-1	-12	-6	104	-1.6	-0.5	-1	3	-1
O=C(O)CCCCCNC(=O)Cn1nnc2ccccc2c1=O	0	-3	0	-4	99	2.0	1.9	-3	15	-7
O=C(CN1CCN(Cc2ccc3c(c2)OCO3)CC1)Nc1ccc(F)cc1	0	0	-12	-1	87	-0.2	-1.9	-4	1	-1
CCC(CC)c1nnc(NC(=O)C2CC(=O)N(CCc3ccc(OC)c(OC)c3)C2)s1 (centres undefined)	-1	3	-3	-6	104	0.8	-2.8	-5	-9	0
CCOC(=O)C(C)Sc1nc2ccccc2c(=O)n1CC (centres undefined)	26	-2	-2	/	106	-0.7	-1.4	-5	8	-1
O=C(C(=O)N1CCOCC1)c1cn(CC(=O)N2CCc3ccccc3C2)c2ccccc12	0	-1	-2	-1	102	-2.0	-1.0	-4	-7	1
Cc1nc(N2CCOCC2)nc(OC(C)C)c1[N+](=O)[O-]	4	-10	9	3	101	-0.5	-0.2	-2	6	-3
CCOC(=O)CC(=O)c1[nH]c(C)c(C(=O)OCC)c1C	1	0	-6	1	107	2.4	0.0	-9	-7	0
O=S(=O)(c1ccccc1)N1CCN=C1SCc1ccc(Cl)c(Cl)c1	-3	-10	-19	-4	/	-0.4	-1.1	-2	-80	37*
CCCC(=O)Nc1nc2ccc(OCC)cc2s1	/	-5	-3	/	98	-0.5	-1.9	-3	0	3
CCOc1ccc(C(=O)NC(=S)Nc2cccnc2)cc1	-2	-2	8	1	99	-0.8	-1.7	0	-1	0
COc1ccc(C(C)=O)cc1CSc1ccc2c(c1)OCCO2	47	0	-6	-5	85	0.8	-1.5	1	17	-3
O=C1CN(CC(=O)NC(=O)NCc2ccccc2)CCN1	-3	2	-4	-5	/	0.9	-2.3	-5	6	2
COc1ccc(-c2noc(CCC(=O)NCCc3cccc(C)c3)n2)cc1	-2	-1	-23	-2	83	-1.5	-1.8	-4	-8	5
CCCN1CCC(CCOc2ccccc2)(C(=O)OCC)CC1	3	4	-4	-2	111	2.0	/	-2	23	1
O=C1CN(S(=O)(=O)c2ccc([N+](=O)[O-])cc2)CC(=O)N1	1	0	-6	-6	114	-1.6	-0.1	-3	4	3
CCCC(=O)Nc1ccc(S(=O)(=O)Nc2cc(OC)ncn2)cc1	-3	-1	-4	0	113	-0.8	-0.4	-3	-6	2
Cc1ccc(S(=O)(=O)N2CCC(C(=O)OC(C)C(=O)NC3CCCCC3C)CC2)cc1 (centres undefined)	-4	-3	-6	-2	/	0.0	-0.6	-3	-12	0
Clc1ccccc1Nc1ncnc2c1nnn2Cc1ccccc1	-2	-5	0	7	94	0.6	0.6	-3	41	2
COCCN1C(=O)c2oc3ccccc3c(=O)c2C1c1ccc(OC)c(OC)c1 (centres undefined)	/	-2	-9	/	111	4.7	-0.8	-5	1	-2
COc1ccccc1NC(=S)NC(=O)C(C)C	-1	0	3	-4	103	-1.9	0.7	-3	2	0
N#C/C(=C\c1cc2ccccc2nc1N1CCOCC1)C(=O)Nc1ccc(N2CCOCC2)cc1	4	10	-6	3	116	0.1	-2.4	-3	10	-7
Cc1ccc(NC(=S)NC(=O)c2cncc(Br)c2)cc1Cl	19	/	/	/	105	/	/	/	-7	-3
CC(=O)N1CCc2cc(NC(=O)c3ccc(C)cc3)ccc21	-5	4	-4	4	124	-0.5	-0.6	-1	3	3
CCN(c1ccc(OC)cc1)S(=O)(=O)c1nnc(NC(=O)c2ccccc2Cl)s1	3	8	-6	-2	100	-1.0	-0.8	5	25	5
CCCCc1nn(-c2cc(Cl)ccc2OC)c2c1C(=O)CCC2	/	-4	0	/	101	-0.9	0.0	-4	8	-1
CC(CN1CCCCC1)OC(=O)c1ccccc1Cl (centres undefined)	0	1	-1	-4	96	0.3	-0.7	0	85*	-3
C[C@H]1CCC(=O)N([C@H](CSc2ccccc2)Cc2ccccc2)CC1	/	-7	5	-2	99	0.1	0.0	2	-1	4
CC1=C(C(N)=O)C(c2cccnc2)n2nc(SCc3ccccc3Cl)nc2N1 (centres undefined)	/	1	-2	0	/	-2.2	-0.6	-1	32	-2
COCCN(C(=O)COC(=O)CSc1ccc2ccccc2c1)c1c(N)n(Cc2ccccc2)c(=O)[nH]c1=O	0	1	-15	-3	104	0.0	-1.3	-2	-7	-3
CCCn1c(-c2nonc2N)nc2ccccc21	0	-5	-11	-1	94	-0.6	-1.9	0	25	-1
Cc1ccsc1C(=O)OCC(=O)N1CCOCC1	-19	2	-1	15	95	-1.1	/	-2	6	0
CCc1cccc(NC(=O)CCC(=O)N2CCSc3ccccc32)c1	/	-5	-2	0	114	-4.0	-1.3	-7	10	0
CSc1c(SCc2ccccc2)cnn(-c2ccccc2)c1=O	33	-9	-10	0	82	-0.8	-1.9	-10	-10	1
CCC1Nc2ncnc(N3CCN(c4ccccn4)CC3)c2N(Cc2ccc(Cl)cc2)C1=O (centres undefined)	/	-1	-3	-2	98	0.6	-0.4	0	29	-4
S=C(NCc1ccco1)N1CCC(c2nc3ccccc3o2)CC1	/	-1	3	-2	103	/	-1.2	/	37	6
CCOc1ccc(N(CC(=O)N2CCN(c3ccccc3F)CC2)S(=O)(=O)c2c(C)noc2C)cc1	3	-1	0	0	97	-1.0	-2.9	-3	0	3
O=[N+]([O-])c1ccc(Oc2ccc(S(=O)(=O)N3CCOCC3)cc2)cc1	1	-3	-7	-1	104	-1.2	-2.4	1	20	10
CCn1nc(C(=O)Nc2ccc(Cl)c(S(=O)(=O)N3CCOCC3)c2)c2ccccc2c1=O	-2	-5	0	-2	97	-1.0	-4.0	-4	25	-1
CCOCCc1c(O)nc(SC)[nH]c1=O	-3	-1	-1	1	95	0.8	0.5	-3	0	4
COc1ccc(-n2ncc3c(N4CCCc5ccccc54)ncnc32)cc1	-22	-8	-4	-7	100	0.1	/	-1	6	0
Cc1ccc(S(=O)(=O)c2nnn3c2nc(N2CCN(c4ccccn4)CC2)c2ccccc23)cc1C	1	2	-5	2	96	-1.7	-1.1	1	31	-5
COCCCNC(=O)c1cccn2c(=O)c3cc4ccccc4cc3nc12	85*	-10	-13	-4	124	-1.9	-5.0	-1	-8	1

(continued)
SMILES	NSD2 HMT inh	DAGLB inhibitor	RTF Ca sens inh	CAL PDZ FP-1	Pemphigus Ab inh	C-LANA FP	CAL PDZ FP-2	Keap1-Nrf2 PPI	Arrestin-AP2 inh	V-ATPase pH
CCOC(=O)C1=C(C)NC2=C(C(=O)C(C(=O)OCC)C(c3cccc(OC)c3)C2)C1c1ccccn1 (centres undefined)	-1	0	-3	4	105	1.1	-0.3	-1	21	-2
COC(=O)c1ccc(=O)n(Cc2ccco2)c1	1	-2	1	0	106	0.9	-0.4	-3	8	-1
C=C(C)c1cccc(C(C)(C)NC(=O)N2CCN(C/C=C/c3ccccc3)CC2)c1	1	-2	-1	-1	107	-0.8	-1.1	0	0	2
CCOC(=O)c1c(C)[nH]c(C)c1C(=O)CN1C(=O)NC2(CCC(C)CC2)C1=O (centres undefined)	22	0	7	/	109	-0.5	-1.8	-4	4	-3
COCCOC(=O)C1=C(C)NC(=O)NC1c1c(OC)ncnc1OC (centres undefined)	-7	-2	-9	-5	/	-0.7	-0.5	-1	1	5
Cc1ccc(N2CC(C(=O)N3CCC4(CC3)CC(=O)c3ccccc3O4)CC2=O)cc1 (centres undefined)	1	4	-13	-2	100	0.2	-2.6	-4	5	3

A portion of the library, so the mix of outcomes need not match the whole.
